VP16 counter: Gal4-VP16 reporter inhibition counter-screen; Drosophila S2 Gal4-VP16 UAS-luciferase, luminescence, 20 h; Potency, µM (highest dose often 53.6 µM), for inactives: at the top dose activity, negative = inhibition, usual class: inhibitors; 310,000 tested, 3.5% active;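 also: Gal4-VP16 expression switched on by copper sulfate through the metallothionein promoter; potency is read from the fitted curve at half-maximal effect; % is scaled to controls: 0 for no effect and ±100 for the full control effect; nearly all actives have a fitted effect of over 50% in size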
Rab9 promoter act: activates the Rab9 promoter. Huh7 Rab9 promoter-luciferase reporter, luminescence, 24 h. Potency, µM (top dose mostly 9.22 µM), inactives show top-dose activation, negative = inhibition, usual class: activators. 320,000 tested, 2.8% active; also: potency is read from the fitted curve at half-maximal effect; % of control where 0% means no effect; nearly all actives have a fitted effect of over 60% in size
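Huh7 cells stably carrying a Rab9 promoter-luciferase reporter, 1500 cells per well in OP-MEM I with 10% FBS, treated with compound 24 hours at 37C. Luciferase activity read by luminescence after 10 minutes with Amplite reagent.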
KCNH2 3.1 inh: blocks the human KCNH2 3.1 channel isoform. activity change, % (tested at about 1.8 µM). U2OS KCNH2 3.1, thallium flux FluxOr; hits give low values. 340,000 tested, 0.95% active;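 active = maximum activity change below -70%; inconclusive = maximum activity change from -70% to -50%; inactive = maximum activity change above -50%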;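 also: thallium influx rate constant from kinetic fluorescence after stimulation buffer; % is scaled to controls: 0 for no effect and ±100 for the full control effect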
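Normalized rate constant (relative to positive and negative DMSO controls) derived from a 2 min kinetic fluorescence read after stimulation; U2OS cells expressing the 3.1 isoform via virus at 1.77 x 10^8 /mL.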
ELG1 repair inh: ELG1-dependent DNA repair inhibition; HEK293T ELG1-luciferase reporter, luminescence, 16 h; DNA damage induced by 5-fluorouridine; Potency, µM (doses to about 46.1 µM), inactives show at the top dose activity change, negative = inhibition, actives largely listed as inhibitors; 330,000 tested, 2.3% active; also: potency is read from the fitted curve at half-maximal effect; % is scaled to controls: 0 for no effect and ±100 for the full control effect; nearly all actives have a fitted effect of over 55% in size
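5-Fluorouridine DNA damage + compound/DMSO, 2,000 cells/well, 16 h, 37 °C/5% CO2. ONE-Glo, 30 min RT, luminescence. Readout = decrease in reporter signal.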
Mito fusion act: inhibitors of mitochondrial division or activators of mitochondrial fusion; S. cerevisiae fusion-defective mutant growth rescue, CellTiterGlo 48 h; Potency, µM (doses to about 46.1 µM), inactives show top-dose growth rescue (activation), usual class: activators; 320,000 tested, 0.23% active; AID 485298;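 also: potency is read from the fitted curve at half-maximal effect; % of control where 0% means no effect; nearly all actives have a fitted effect of over 45% in size; temperature-sensitive fusion mutants such as fzo1-1 at 37 °C on non-fermentable ethanol glycerol medium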
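S. cerevisiae fusion-defective temperature-sensitive mutants (e.g. fzo1-1, mgm1-5) grown 48 h at 37C in YPEG (ethanol/glycerol non-fermentable) medium with 23 nl compound per well; growth rescue read as CellTiterGlo luminescence.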
NPC1 prom act: NPC1 promoter activation. Huh7 NPC1 promoter luciferase reporter, 24 h. Potency, µM (highest dose often 9.22 µM), inactives show top-dose activation, actives largely listed as activators. 320,000 tested, 2.4% active. AID 485313;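 also: potency is read from the fitted curve at half-maximal effect; % of control where 0% means no effect; nearly all actives have a fitted effect of over 60% in size; reporter is driven by a mutant NPC1 promoter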
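Cells: Huh7 expressing luciferase under the NPC1 promoter, 1500/well. Seeded 2 h, compound added, incubated 24 h at 37 °C. Luciferase reagent, 10 min ambient, then luminescence.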
PKM2 act: increases activity of human pyruvate kinase M2 | P14618 | Potency, µM (highest dose often 57.5 µM), without a hit: at the highest dose activation, most hits filed as activators | purified PKM2, Kinase-Glo ATP luminescence, activation; response scale: 0% is enzyme alone, no compound | 260,000 tested, 0.34% active; also: potency is read from the fitted curve at half-maximal effect; % is scaled to controls: 0 for no effect and ±100 for the full control effect; nearly all actives have a fitted effect of over 55% in size
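Kinase-Glo luminescence reports ATP generated from ADP (0.1 mM) and PEP (0.5 mM) by purified hPK-M2 after 1 h at room temperature, pH 7.2 imidazole buffer; intermediate enzyme activity allows detecting inhibitors and activators.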
MBNL1-CUG inh: blocks human MBNL1 binding to CUG repeat RNA. Q9NR56. TR-FRET MBNL1-His/biotin-(CUG)12 binding, 665/545 ratio. Potency, µM (top dose mostly 57.5 µM), for inactives: at the top dose activity change, negative = inhibition, hits mostly inhibitors. 280,000 tested, 0.036% active. AID 2675; active = well fitted inhibition curve with a large enough effect in the signal ratio, with a control signal flat, not every such curve was filed as active; inconclusive = small, poorly fitted or top-dose-only effect, or effect the other way, or a change in a side signal; inactive = no such curve, though single readings can be large or run the other way; the % refers to the signal ratio; also: potency is read from the fitted curve at half-maximal effect; % is scaled to controls: 0 for no effect and ±100 for the full control effect
Target sequence (Q9NR56 whole entry, looked up): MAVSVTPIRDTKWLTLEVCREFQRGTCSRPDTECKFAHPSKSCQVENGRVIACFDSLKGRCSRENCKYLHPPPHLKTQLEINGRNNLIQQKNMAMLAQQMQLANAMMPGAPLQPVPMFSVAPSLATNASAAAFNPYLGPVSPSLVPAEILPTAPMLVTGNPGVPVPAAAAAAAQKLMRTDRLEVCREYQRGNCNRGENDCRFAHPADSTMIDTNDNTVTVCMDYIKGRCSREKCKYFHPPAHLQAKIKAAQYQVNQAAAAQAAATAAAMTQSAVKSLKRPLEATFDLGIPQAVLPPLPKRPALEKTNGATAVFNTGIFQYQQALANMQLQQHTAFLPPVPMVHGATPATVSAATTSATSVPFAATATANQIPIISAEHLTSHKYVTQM
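His-tagged MBNL1 binding to biotinylated (CUG)12 RNA was measured by TR-FRET using terbium anti-His antibody (0.055 ng/ul final) and streptavidin-XL665 (5 nM final). Compounds were titrated 92 nM to 58 uM; 60 min at room temperature.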
FLuc counter: firefly luciferase modulation, counter-screen for miR-21 project. P08659. purified FLuc, Km substrates, luminescence inhibition. Potency, µM (titrated, usually from 57.5 µM), inactives show at the highest dose activity change, negative = inhibition, most hits filed as inhibitors. 360,000 tested, 6.9% active. AID 588342;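 also: potency is read from the fitted curve at half-maximal effect; plate controls were vehicle for no effect and reference inhibitor for full effect; nearly all actives have a fitted effect of over 55% in size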
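Biochemical qHTS of compounds, final roughly 60 µM downward over six points, against 10 nM purified firefly luciferase using Km concentrations of substrates (10 uM D-luciferin, 10 uM ATP) in Tris acetate pH 7.5 buffer; luminescence output.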
RORg inh: ROR gamma (mouse) transcription inhibition. P51450. AID 2551. Potency, µM (highest dose often 53.6 µM), inactives show at the highest dose activity change, negative = inhibition, actives largely listed as inhibitors. 310,000 tested, 5.4% active. Drosophila S2 Gal4-RORgamma UAS-luciferase reporter, 20 h; also: potency is read from the fitted curve at half-maximal effect; % is scaled to controls: 0 for no effect and ±100 for the full control effect; nearly all actives have a fitted effect of over 60% in size
Target sequence (P51450 whole entry, looked up, the tested form may be a part): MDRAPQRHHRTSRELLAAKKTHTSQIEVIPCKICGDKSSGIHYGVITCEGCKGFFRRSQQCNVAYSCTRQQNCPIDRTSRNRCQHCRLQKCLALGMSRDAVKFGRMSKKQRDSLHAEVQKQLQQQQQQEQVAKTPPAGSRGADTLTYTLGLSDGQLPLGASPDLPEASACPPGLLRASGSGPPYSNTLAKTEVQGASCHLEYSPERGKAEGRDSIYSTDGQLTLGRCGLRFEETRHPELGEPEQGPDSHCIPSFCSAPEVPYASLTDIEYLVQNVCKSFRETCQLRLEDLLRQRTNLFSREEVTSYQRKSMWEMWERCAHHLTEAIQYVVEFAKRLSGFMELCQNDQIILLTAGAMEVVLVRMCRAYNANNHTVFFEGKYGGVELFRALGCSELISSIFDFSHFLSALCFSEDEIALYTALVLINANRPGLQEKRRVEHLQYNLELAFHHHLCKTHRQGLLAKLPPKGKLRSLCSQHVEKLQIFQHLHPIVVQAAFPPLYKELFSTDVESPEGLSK
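Stable Schneider cell line, Gal4 DNA-binding domain fused to ROR gamma, UAS-luciferase. Cmpd 1 hr RT → CuSO4 700 uM final → 20 hr RT → luciferase reagent 10 min → luminescence.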
Menin-MLL TR inh: menin-MLL binding inhibition, Texas Red mutant peptide. O00255. Menin + Texas Red MLL mutant peptide, fluorescence polarization. Potency, µM (series often up to 61.6 µM), for the others: at the highest dose FP activity change, negative = inhibition, hits mostly inhibitors. 270,000 tested, 0.23% active; active = well fitted inhibition curve with a large enough effect in the polarisation, with a control signal flat, not every such curve was filed as active; inconclusive = small, poorly fitted or top-dose-only effect, or effect the other way, or a change in a side signal; inactive = no such curve, though single readings can be large or run the other way; the % refers to the polarisation; also: potency is read from the fitted curve at half-maximal effect; % of control where 0% means no effect; many of its hits are not listed in these tables
An asterisk follows results filed as active; ? = inconclusive; . = not tested or not shown; & = joins results of further samples; [ ] = another dose, or the depositor's remark. Unless noted, calls follow the shape of the dose curve; as a rule, active = well fitted curve in the direction sought with a large enough effect; inconclusive = small, poorly fitted or top-dose-only effect, or another doubt; inactive = no such curve, though single readings can be large; an effect the other way counts as inactive or inconclusive. The list is partial; rates above refer to the full screens.

SMILES	VP16 counter	Rab9 promoter act	KCNH2 3.1 inh	ELG1 repair inh	Mito fusion act	NPC1 prom act	PKM2 act	MBNL1-CUG inh	FLuc counter	RORg inh	Menin-MLL TR inh
O=C(CCc1nnc(-c2ccsc2)o1)NCc1ccccc1OC(F)(F)F	-5%	15%	14	11%	4%	-3%	-2%	7%	-4%	?	-2%
CC(=O)c1ccc(Oc2ncnc(N)c2[N+](=O)[O-])cc1	4%	-2%	2	13%	-4%	0%	.	?	1%	-25%	-1%
CN(C)S(=O)(=O)c1ccc(NC(=O)Cn2ccsc2=N)cc1	-17%	3%	-11	7%	-8%	0%	-1%	2%	-3%	6%	0%
Cc1cc(NC2CCCCC2)nc(NCc2ccccc2)n1	?	-15%	?	?	0%	-3%	-5%	-17%	-4%	?	-10%
CCOC(=O)CN(C(=O)CSc1nnc(CNc2ccc(C)cc2C)n1CC)c1ccccc1	-5%	8%	11	-6%	3%	6%	11%	-13%	-1%	1%	-18%
COc1ccc(NS(=O)(=O)c2ccc3nc(COc4cccc5ccccc45)[nH]c3c2)cc1	-8%	-1%	-9	23µM*	-5%	-1%	-11%	.	0%	?	6%
CCOc1nc(NC(=O)NS(=O)(=O)c2cccc(Cl)c2)nc(-c2ccccc2)n1	-7%	-2%	-7	?	-4%	0%	0%	0%	?	4%	12%
COc1ccc(C2CCCN2CC(O)COc2ccccc2C(C)C)cc1 (stereo unspecified)	3%	-3%	-1	-2%	-20%	2%	.	-2%	0%	1%	?
O=C1NCC(O)=C1C=NC12CC3CC(CC(C3)C1)C2	-4%&5%	-4%&14%	-2&3	?	-3%&2%	-4%&1%	-1%&-3%	-10%&-15%	0%&-1%	-10%&1%	17%&2%
CCS(=O)(=O)c1ccc(O)c(NC(=O)COc2ccc(OC)cc2)c1	?	1%	6	11%	-3%	-4%	-1%	-4%	?	?	4%

Reprinted from the part before: five compounds, followed by the next part.
SMILES	VP16 counter	Rab9 promoter act	KCNH2 3.1 inh	ELG1 repair inh	Mito fusion act	NPC1 prom act	PKM2 act	MBNL1-CUG inh	FLuc counter	RORg inh	Menin-MLL TR inh
COc1ccc(NS(=O)(=O)c2ccc3nc(COc4cccc5ccccc45)[nH]c3c2)cc1	-8%	-1%	-9	23µM*	-5%	-1%	-11%	.	0%	?	6%
CCOc1nc(NC(=O)NS(=O)(=O)c2cccc(Cl)c2)nc(-c2ccccc2)n1	-7%	-2%	-7	?	-4%	0%	0%	0%	?	4%	12%
COc1ccc(C2CCCN2CC(O)COc2ccccc2C(C)C)cc1 (stereo unspecified)	3%	-3%	-1	-2%	-20%	2%	.	-2%	0%	1%	?
O=C1NCC(O)=C1C=NC12CC3CC(CC(C3)C1)C2	-4%&5%	-4%&14%	-2&3	?	-3%&2%	-4%&1%	-1%&-3%	-10%&-15%	0%&-1%	-10%&1%	17%&2%
CCS(=O)(=O)c1ccc(O)c(NC(=O)COc2ccc(OC)cc2)c1	?	1%	6	11%	-3%	-4%	-1%	-4%	?	?	4%
N#CC(C#N)=Cc1ccc(OCC(=O)N2CCOCC2)cc1	0%[10 µM]	1%	6	-8%	?	2%	-9%	-7%	-1%	16%	0%
COC(=O)C1=C(C)NC(=O)/C1=C\c1cc(C)n(-c2cccc(C)c2)c1C	4%	18%	19	?	0%	2%	2%	5%	27µM*	-7%	3%
CCN(CC)S(=O)(=O)c1ccc(N2CCOCC2)c(NC(=O)COc2ccccc2C)c1	.	-4%	-26	5.8µM*	22%	0%	.	.	4%	.	.
CC1CCN(S(=O)(=O)c2ccc3c(c2)n(C)c(=O)n3C)CC1	-2%	0%	2	?	0%	-3%	5%	-2%	2%	-9%	0%
CCOC(=O)CN1C(=O)C(O)=C(C(C)=O)C1c1ccc([N+](=O)[O-])cc1 (stereo unspecified)	8%	1%	-1	?	-3%	-2%	-4%	11%	5%	0%	1%
COc1ccc(CN2CCN(C(C)C)C(CCO)C2)cc1Cn1cccn1 (stereo unspecified)	-4%	13%	15	16%	-3%	-1%	-7%	-10%	-1%	-2%	-12%
Cc1cccc(NC(=O)C2c3ccccc3C(=O)N3CCc4ccccc4C23)n1 (stereo unspecified)	-5%	-6%	-7	6%	1%	-3%	1%	-5%	1%	18%	-3%
CC1=C(C(=O)Nc2cccc(C(=O)NC3CCCC(C)C3C)c2)SCCO1 (stereo unspecified)	-2%	-5%	-2	-22%	2%	-4%	.	-2%	-19%	16%	.
Cc1cc(=O)c2ccccc2s1	-7%	5%	0	?	4%	4%	-24%	-2%	-5%	-3%	4%
Cc1ccc(NC(=O)CSCC(=O)Nc2ccc(N3CCOCC3)cc2N2CCOCC2)cc1	.	-1%	11	-6%	-4%	0%	.	.	2%	.	.
COc1ccc(CNC(=O)CN2CCN(C(c3ccccc3)c3ccccc3)CC2)cc1	2%	-3%	-24	-12%	13%	-1%	1%	6%	-2%	19%	-25%
O=C(COc1ccccc1F)N/N=C1\CCCc2ccccc21	?	?	16	?	-2%	?	-5%	-15%	15µM*	4µM*	-6%
O=C(NCCc1ccccc1)c1cccc(S(=O)(=O)N2CCCCC2)c1	-9%	20%	12	9%	-1%	13%	3%	0%	-2%	40%	-14%
O=C1c2cccc3cccc(c23)C(=O)N1CCc1ccccc1	-11%	?	6	?	-6%	26%	-3%	?	13µM*	-1%	15%
Cc1cc(C)n2nc(C(=O)N3CCCC(CNS(=O)(=O)c4cccs4)C3)cc2n1 (stereo unspecified)	1%	-8%	-5	4%	-3%	-3%	1%	-5%	-5%	12%	-6%
COc1cc(CN2CCCC(N3CCN(c4ccc(F)cc4)CC3)C2)ccc1F (stereo unspecified)	-3%	2%	-23	0%	6%	12%	0%	-2%	-4%	-42%	-10%
C=CCOc1ccc(NC(=O)C2CC(=O)N(C(C)C)C2)cc1 (stereo unspecified)	?	0%	-1	-12%	7%	19%	-17%	-16%	-6%	22%	6%
CCCC(C)C(=O)Nc1nc(C)c(-c2csc(Nc3cc(OC)ccc3OC)n2)s1 (stereo unspecified)	?	-3%	-41	18µM*	1%	-19%	1%	65%[activator]	-1%	?	?
COc1ccc(C(C)NC(=S)NCc2ccc(F)cc2)cc1 (stereo unspecified)	1µM*	2%	1	3%	9%	-5%	-1%	-14%	-5%	5.6µM*	47%[activator]
CC1=C(C(=O)Nc2ccc(F)cc2)C(c2ccncc2)C2=C(CCCC2=O)N1 (stereo unspecified)	-16%	0%	9	10%	4%	-6%	-5%	-4%	2%	-4%	-4%
C=CCn1c(SCC(=O)NCC2CCCO2)nnc1-c1ccccc1 (stereo unspecified)	-1%	8%	17	-10%	3%	0%	-11%	-2%	0%	-5%	-19%
Nc1ncn(-c2ncc(C(F)(F)F)cc2Cl)n1	-7%	2%	8	-6%	1%	-8%	2%	-1%	-2%	0%	25%
COC(=O)c1ccc2c(c1)NC(=O)C(N1CCOCC1)S2 (stereo unspecified)	15%	3%	2	1%	5%	-5%	-6%	-3%	0%	-1%	-1%

Profiles from above:
CCOC(=O)CN(C(=O)CSc1nnc(CNc2ccc(C)cc2C)n1CC)c1ccccc1 is entered as VP16 counter: -5%; Rab9 promoter act: 8%; KCNH2 3.1 inh: 11; ELG1 repair inh: -6%; Mito fusion act: 3%; NPC1 prom act: 6%; PKM2 act: 11%; MBNL1-CUG inh: -13%; FLuc counter: -1%; RORg inh: 1%; Menin-MLL TR inh: -18%
O=C(COc1ccccc1F)N/N=C1\CCCc2ccccc21 is entered as VP16 counter: ?; Rab9 promoter act: ?; KCNH2 3.1 inh: 16; ELG1 repair inh: ?; Mito fusion act: -2%; NPC1 prom act: ?; PKM2 act: -5%; MBNL1-CUG inh: -15%; FLuc counter: 15µM*; RORg inh: 4µM*; Menin-MLL TR inh: -6%
